Compound activity as filed in PubChem BioAssay.
GC-B act = GC-B (human) receptor activation | HEK293-GC-B cells, CNP EC30, cGMP TR-FRET; 0% at EC30 CNP, 100% saturating CNP | activation, % at 10 µM | P20594 | actives 0.11% (n = 370,000);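 active = activation at 10 µM reaching about 35% in either raw or pattern-adjusted values, limit read from the data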
MBD2 inh = inhibitors of human MBD2 binding to methylated oligonucleotide | Q9UBB5 | TR-FRET | inhibition, % at 4.4 µM | actives 0.31% (n = 370,000); in the data active = inhibition above about 13%
TCR-CD3 inh = blocks the human TCR-CD3 interaction; TAMRA-labeled TCR probe fluorescence, biochemical; inhibition, % at 9.4 µM; actives 0.37% (n = 360,000); AID 651800; in the data active = inhibition above about 19%;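 also: recombinant mutant TCR 2C K166C tagged with TAMRA read by polarization; 0% = receptor in buffer alone and 100% = receptor with positive control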
HTRA1 inhibitor = blocks human HTRA1 serine peptidase | Q92743 | recombinant HTRA1, FP-rhodamine activity-based probe, fluorescence polarization | inhibition, % at 5.96 µM | actives 0.5% (n = 340,000); in the data active = inhibition above about 36%;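 also: 0% = enzyme with DMSO and 100% = wells lacking enzyme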
SIAE inh = blocks human sialic acid acetylesterase. actives 0.69% (n = 370,000). SIAE FP-Rh probe binding, fluorescence polarization. AID 1053197. Q9HAT2. inhibition, % at 9.66 µM;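 active = inhibition above a cutoff: mean of compounds within the control limits plus 3 SD of those, cut at about 17% in these data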;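 also: 0% = plate median of compound wells and 100% = probe without SIAE protein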
PRMT1 FP inh = inhibitors of human PRMT1. inhibition, % at 2.79 µM. actives 1.3% (n = 370,000). recombinant PRMT1, activity-based probe fluorescence polarization. Q99873;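 active = inhibition above about 21% made by adding two undisclosed values, limit read from the data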
rCAG binder = molecules binding r(CAG) RNA repeats. actives 1.3% (n = 370,000). inhibition, % at 3 µM. r(CAG) RNA repeat, TO-PRO-1 dye displacement fluorescence;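 active = inhibition above the plate cutoff, the mean of all test compounds on that plate plus 3 SD, cut at about 35% in these data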;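 also: 0% = DMSO alone and 100% = 100 µM mitoxantrone as full dye displacement; higher means more dye released from RNA so lower well fluorescence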
NPR1 activator = GC-A (human) enzyme activation | actives 0.14% (n = 370,000) | P16066 | AID 1671463 | HEK293 GC-A cells, cGMP TR-FRET, EC30 ANP; 0% at EC30 ANP, 100% saturating ANP | activation, % at 10 µM; in the data active = activation above about 40%
Target sequence (P16066 whole entry, looked up): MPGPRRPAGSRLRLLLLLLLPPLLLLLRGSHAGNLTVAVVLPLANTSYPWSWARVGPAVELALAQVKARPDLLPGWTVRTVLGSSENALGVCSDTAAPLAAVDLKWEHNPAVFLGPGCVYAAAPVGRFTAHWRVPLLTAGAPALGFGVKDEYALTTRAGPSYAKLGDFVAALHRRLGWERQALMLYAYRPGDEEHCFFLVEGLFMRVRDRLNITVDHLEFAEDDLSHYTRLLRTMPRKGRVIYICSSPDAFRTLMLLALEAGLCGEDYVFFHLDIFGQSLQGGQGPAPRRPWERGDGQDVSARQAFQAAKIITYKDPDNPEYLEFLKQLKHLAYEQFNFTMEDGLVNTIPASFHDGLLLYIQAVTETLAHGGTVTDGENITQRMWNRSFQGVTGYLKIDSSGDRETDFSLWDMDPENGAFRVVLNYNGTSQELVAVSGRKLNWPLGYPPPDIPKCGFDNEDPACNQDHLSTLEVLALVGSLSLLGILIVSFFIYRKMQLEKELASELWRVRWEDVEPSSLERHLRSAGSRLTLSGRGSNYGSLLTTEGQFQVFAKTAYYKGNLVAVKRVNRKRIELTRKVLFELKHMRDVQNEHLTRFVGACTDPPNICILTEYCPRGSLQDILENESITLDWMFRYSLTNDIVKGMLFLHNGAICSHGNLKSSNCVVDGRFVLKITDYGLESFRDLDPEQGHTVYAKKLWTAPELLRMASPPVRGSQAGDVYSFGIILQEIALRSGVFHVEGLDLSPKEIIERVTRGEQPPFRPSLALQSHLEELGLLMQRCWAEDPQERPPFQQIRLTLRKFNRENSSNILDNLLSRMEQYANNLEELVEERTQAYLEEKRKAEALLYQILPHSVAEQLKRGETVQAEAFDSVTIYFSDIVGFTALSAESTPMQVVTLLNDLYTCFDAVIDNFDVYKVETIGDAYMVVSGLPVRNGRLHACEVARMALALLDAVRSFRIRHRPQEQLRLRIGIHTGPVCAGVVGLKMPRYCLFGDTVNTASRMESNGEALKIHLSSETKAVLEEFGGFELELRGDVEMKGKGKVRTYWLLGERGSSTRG
mABHD4 FP = ABHD4 (mouse) inhibition, primary FP screen | actives 0.54% (n = 370,000) | Q8VD66 | inhibition, % at 8.92 µM | purified mABHD4, FP-Rh probe fluorescence polarization;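 active = inhibition exceeding the mean over every tested compound plus 3 SD, cut at about 30% in these data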;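 also: 0% = plate median of compound wells and 100% = S159A mutant with DMSO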
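Assay system: mouse ABHD4 enzyme, wild type / Also added: fluorescent activity-based probe FP-Rh / Doses: single nominal dose of 8.92 µM, 0.89% DMSO final / Timing: 45 min compound pre-incubation plus 60 min probe step, 25 °C / Signal: FP readout, ex 525 nm / em 598 nm / Control set: S159A mutant/DMSO as 100%, compound-well median as 0%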
UHRF1 MBD2 ctr = UHRF1 methyl-DNA binding inhibition. UHRF1 binding to methylated oligo, TR-FRET. inhibition, % at 4.4 µM. actives 0.75% (n = 370,000). AID 687016; in the data active = inhibition above about 21%;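 also: UHRF1 SRA domain binding a hemimethylated CpG hairpin DNA probe; 0% = median of test compound wells and 100% = reference inhibitor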
Starred values were filed as active, the others as inactive; x = no result given; & = joins results of further samples; ! = not active in a repeat. Only part of the results is shown (hit frequency here may not be typical).

SMILES	GC-B act	MBD2 inh	TCR-CD3 inh	HTRA1 inhibitor	SIAE inh	PRMT1 FP inh	rCAG binder	NPR1 activator	mABHD4 FP	UHRF1 MBD2 ctr
Cc1ccsc1C(=O)C1CCCN(Cc2cnc(N3CCCC3)s2)C1 (stereo not drawn)	0	-3	10	4	13	-4	-5	-2	4	-1
COc1cccc(-n2c(CN3CCN(C)CC3)nc3ccc([N+](=O)[O-])cc3c2=O)c1	3	-1	2	0	0	3	4	3	7	-2
O=[N+]([O-])c1ccccc1CNCCc1ccc(F)cc1	2	-3	6	3	-4	0	-2	2	3	-5
COc1ccccc1N(CC(=O)NC1CCCC1)C(=O)c1cnn(C(C)C)c1	1	-1	-3	3	2	-4	-9	-1	7	-2
CCN1C(=O)C(=C2C=C(C)N(Cc3ccco3)C(C)=C2)C(=O)N(CC)C1=S	2	1	4	-7	-8	1	0	17	4	4
O=C1CC(=O)N(c2ccc(Cl)cc2)C(=O)N1	-1	-7	-4	-20	-12	4	4	-1	-9	0
CCCCCSc1cc(OC)c(CCN(C)C)cc1OC	1	3	1	2	-5	-1	-3	2	3	11
N=C1c2ccccc2CN1NC(=O)C1CC1	2	-2	3	1	7	-3	-2	-2	-7	-5
CN1CCCN(C(=O)COc2ccccc2Br)CC1	2	7	1	-6	-7	2	-6	6	-4	6
CO[C@H]1[C@@H](OC)CC(OC2OC(CO)C(O)C(O)C2O)/C(=C\C#N)[C@@H]1O (stereo partly drawn)	-1	-1	-6	1	-3	2	1	0	-6	6
c1cncc(C2CCCCN2)c1 (stereo not drawn)	7	9	-5	0	-11	4	0	3	-8	3
O=C(N/N=C/c1c(O)n(CCc2ccc(F)cc2)c(=O)[nH]c1=O)c1ccncc1	8	-1	-7	2	-1	10	31	-1	20	-5
COc1ccc(-n2nc(C(=O)NCC(=O)N3CCC4(CC3)OCCO4)c3ccccc3c2=O)c(OC)c1	-1	2	5	4	-11	0	-4	1	1	4
CS(=O)(=O)c1ccc(C2=C(CNC(=O)c3nccs3)[C@H]3CC[C@@H](C2)N3CCOc2ccccc2)cc1	-2	-3	-6	4	-6	-6	3	5	-6	6
O=C1NC(=O)C(CCc2ccncc2)(Cc2cccc(Cl)c2Cl)C(=O)N1c1ccc(Br)cc1 (stereo not drawn)	-5	-4	2	-16	-2	1	9	-11	-3	-6

The final four records of the part above lead into the next:
SMILES	GC-B act	MBD2 inh	TCR-CD3 inh	HTRA1 inhibitor	SIAE inh	PRMT1 FP inh	rCAG binder	NPR1 activator	mABHD4 FP	UHRF1 MBD2 ctr
O=C(N/N=C/c1c(O)n(CCc2ccc(F)cc2)c(=O)[nH]c1=O)c1ccncc1	8	-1	-7	2	-1	10	31	-1	20	-5
COc1ccc(-n2nc(C(=O)NCC(=O)N3CCC4(CC3)OCCO4)c3ccccc3c2=O)c(OC)c1	-1	2	5	4	-11	0	-4	1	1	4
CS(=O)(=O)c1ccc(C2=C(CNC(=O)c3nccs3)[C@H]3CC[C@@H](C2)N3CCOc2ccccc2)cc1	-2	-3	-6	4	-6	-6	3	5	-6	6
O=C1NC(=O)C(CCc2ccncc2)(Cc2cccc(Cl)c2Cl)C(=O)N1c1ccc(Br)cc1 (stereo not drawn)	-5	-4	2	-16	-2	1	9	-11	-3	-6
c1ccc2nc(OCCN3CC3)ccc2c1	1	2	0	x	-4	-7	-3	-2	0	-2
O=C1/C(=C\c2ccc(Cl)cc2Cl)N2CCC1CC2	2	0	4	x	1	1	-1	1	6	0
CCOc1cc(CN2CCN(C(=O)Cc3ccccc3)CC2)ccc1OC	10	1	-3	6	1	0	-3	1	6	2
CCOc1ccccc1-n1c(O)c(C=NCCCN(CC)CC)c(=O)[nH]c1=O	9	3	-4	0	4	2	-1	3	3	4
COc1ccc2c(c1O)-c1c(OC)c(OC)cc3c1[C@H](C2)N(C)CC3	3	-1	6	1	1	0	-1	1	1	-1
CCOP(=S)(OCC)Oc1ccc2c(C)c(Cl)c(=O)oc2c1	0	-4	11	x	-3	-5	1	3	6	1
CCN1CCN(c2cc(N3CCCC3)c(F)cc2[N+](=O)[O-])CC1	-5	-13	0	3	2	-3	3	-1	-3	-25
CCOC(=O)C1CCN(/C=C2/C(=O)NC(=S)N(c3cccc(OC)c3)C2=O)CC1	6	4	-10	-6	2	1	6	1	-2	0
COC(=O)C1=C(c2ccc(OCc3ccccc3)cc2)C[C@@H]2CC[C@H]1N2C(=O)NCc1ccc([N+](=O)[O-])cc1	-6	4	3	0	-8	-3	5	-1	5	2
CCOP(=O)(C(NC(=O)c1ccccc1Cl)=C(Cl)Cl)c1ccccc1 (stereo not drawn)	1	-1	1	-2	-2	-1	-3	-1	6	-2
CC(C)OCCCNC(=O)c1c(N)n(Cc2cccs2)c2nc3ccccc3nc12	-4	-5	6	-56	-3	0	6	8	-11	-6
NC(=O)c1cn(C2CCCCC2)c2ccccc2c1=O	6	1	-2	2	-5	0	3	0	-1	1
CCc1ccc2nc(N3CCC(C(=O)N4CCC5(CC4)OCCO5)CC3)sc2c1	0	-2	-3	3	-4	-2	-7	-2	-4	0
COc1ccc2c3c1O[C@H]1C(=O)CC[C@H]4[C@@H](C2)N(C)CC[C@]314	-4	4	-9	-4	4	3	1	4	1	1
O=S(=O)(c1ccc(F)cc1)N1CCCCC1c1cccnc1 (stereo not drawn)	3	5	-6	-1	-5	5	-5	-1	6	1
CCCC(C)C1(CC)C(=O)NC(=Nc2ccc(F)cc2)NC1=O (stereo not drawn)	2	-4	4	2	0	-1	4	4	1	2
COC(=O)C(O)(c1ccc2c(c1)CCCN2)C(F)(F)F (stereo not drawn)	3	-4	1	-2	10	-3	-2	-4	-2	2
COc1ccc(CCNCc2sccc2C)cc1	-5	-3	4	2	8	-3	-1	-6	2	19
O=C1OC(c2ccc([N+](=O)[O-])cc2)=N/C1=C/N1CC2CC(C1)c1cccc(=O)n1C2 (stereo not drawn)	-2	-2	-8	8	-3	2	-3	-6	-5	-2
Cc1ccc(Cn2nc(C(=O)Nc3ccc(Br)cc3)cc2C)cc1	-5	3	-7	-8	4	-4	4	3	-13	4
CC(=O)N(C1=NCCCS1)c1ccccc1F	0	-2	-1	0	-7	1	0	3	0	-1
O=C(C1CCCN(c2nnc(-n3cccc3)s2)C1)N1CCC2(CC1)OCCO2 (stereo not drawn)	-7	-5	5	1	5	0	-2	-1	-4	1
CN1CCN(c2ccc([N+](=O)[O-])cc2Cl)CC1	1	-4	8	-10	9	-1	-2	2	5	-2
C(#CCN1CCCC1)CN1CCCC1	3	1	-1	3	0	1	1	1	-2	1
O=C1NC(=O)C(=Cc2cc(Cl)ccc2OCc2ccc(C(=O)O)cc2)C(=O)N1	-4	-4	-1	0	-1	18	2	3	-9	-2
COc1ccc(CN2CCN(C(=O)Cc3ccccc3)CC2)c(OC)c1	1	3	1	0	0	-2	0	-1	1	-3
COc1ccc(C2=NCC(=O)N(CC(=O)NCc3ccco3)c3sc4c(c32)CCCC4)cc1	-9	-7	-7	-10	-6	18	2	-20	-9	0
CCCOP(=O)(OCCC)C(NC(=O)c1ccccc1)=C(Cl)Cl	-1	-4	11	5	1	-1	1	1	1	-1
COC(=O)N(C)c1ccc(C(O)(C(=O)OC)C(F)(F)F)cc1 (stereo not drawn)	2	-3	-2	3	-5	0	-1	1	10	-4
Cn1c(N2CCNCC2)nc2ccccc21	-2	2	-2	3	-3	1	-4	-2	2	2
FC(F)(F)c1ccccc1N1CC1c1ccncc1 (stereo not drawn)	3	-2	5	3	-5	-5	4	-1	1	0
C=CC1CN2CCC1CC2C(OC(C)=O)c1ccnc2ccc(OC)cc12 (stereo not drawn)	-7	3	5	8	0	-1	-7	-12	1	-4
O=c1[nH]c(=O)n(-c2ccc(Cl)cc2)c(O)c1C=NCCN1CCCCC1	1	-3	-2	5	-5	-3	-1	3	-3	-1
Cc1cc(O)c2c(C)c(CC(=O)N3C[C@H]4C[C@@H](C3)c3cccc(=O)n3C4)c(=O)oc2c1	-6	2	4	0	3	4	-2	4	-4	4
O=c1[nH]c2ccccc2n1C1CCN(C(c2cccs2)c2nnnn2Cc2ccccc2)CC1 (stereo not drawn)	-6	-1	4	x	-7	-2	4	-9	1	2
CCOC(=O)c1cn2nc(OP(=S)(OCC)OCC)cc2nc1C	-3	5	-1	-6	2	-2	-3	2	1	9
CC[C@@H](CO)NC(=O)[C@@H]1C=C2c3cccc4c3c(cn4C)C[C@H]2N(C)C1	4&1	5&2	10&14	8&9	15&7	47*!	3&7	8&6	19&12	17&13
COc1cc2[nH]c(=O)n(-c3ccc(C)cc3)c(=O)c2cc1OC	1	-5	-7	3	9	2	1	-1	-6	4
COC(=O)C1=C(c2ccc3ccccc3c2)C[C@@H]2CC[C@H]1N2C(=O)NCCO	3	-2	3	-5	6	-4	-2	1	4	-2
CCN(CC)c1ccc(N=Cc2c(O)n(-c3ccc(Cl)cc3)c(=O)[nH]c2=O)cc1	3	6	3	8	-1	10	5	0	1	-1
O=C1NC(=O)C(Nc2ccc(Cl)c(Cl)c2)C(=O)N1	6	-5	-4	0	-4	6	-1	-1	2	-7
COC(=O)C1=C(c2ccc(F)cc2OCc2ccccc2)C[C@@H]2CC[C@H]1N2C(=O)NCc1ccc(OC)cc1	-4	-3	4	-46	-3	0	-1	-9	-12	-4
CN(C)C(=O)Oc1ccc2c(c1)O/C(=C\c1ccccc1)C2=O	-3	1	-9	-1	-4	0	3	-2	14	-1
Cc1nc2cc(C(F)(F)F)ccc2n1C1CCN(Cc2nnnn2Cc2ccc3c(c2)OCO3)CC1	-2	-1	1	-21	0	2	-2	-14	-4	2
CCc1cc(=O)oc2c(C)c(OCC(=O)N3C[C@H]4C[C@@H](C3)c3cccc(=O)n3C4)ccc12	-3	-3	3	4	-2	-5	-3	0	4	-1
O=C(CN1C(=O)COc2ccccc21)N1CCC2(CC1)OCCO2	4	7	1	2	-3	4	-2	2	4	0
O=C(C(=O)N1CCOCC1)c1cn(CCCOc2ccccc2)c2ccccc12	2	-1	-2	-1	-1	6	-5	0	-2	4
Clc1cccc(Cl)c1NC1=NCCS1	0	6	5	6	0	-4	2	4	-5	-1
O=c1c2ccccc2nc(-c2ccco2)n1-c1ccc(Br)cc1	-2	-8	7	-8	1	2	-3	2	5	-1
Cc1ccc2nsnc2c1-n1c(C)nc2ccccc2c1=O	2	2	3	2	1	-2	2	3	0	0
CCCCn1c(=O)c(C=Nc2cccnc2Cl)c(O)n(CCCCl)c1=O	-3	-3	5	-8	-8	19	-8	-4	3	4
Cc1ccccc1CCC[C@H](CC1CCCCC1)CN(C)C(=O)Oc1ccccc1	-1	2	x	x	1	0	4	-4	13	-2
COc1cc2c3cc1Oc1c(OC)c(OC)cc4c1[C@H](Cc1ccc(cc1)Oc1cc(ccc1O)C[C@H]3N(C)CC2)N(C)CC4	-6	-6	-5	6	10	13	4	-1	10	3
O=C(CN1CC=C(c2ccccc2)CC1)NC(=O)NC1CCCCC1	1	2	0	1	7	-1	-7	-1	8	5
O=C1NC(=O)C2(Cc3ccccc3N3CCCC32)C(=O)N1c1ccc(Cl)cc1 (stereo not drawn)	-4	-1	-1	x	-5	-4	17	0	3	-2
C/C(=N\N(C)c1ccccc1)c1c(O)[nH]c(=O)[nH]c1=O	4	1	-2	9	8	6	-3	4	-1	-5
C[C@H]1C[C@@H](C)C(=O)[C@@H]([C@H](O)CC2CC(=O)NC(=O)C2)C1	4	-1	3	0	6	-5	0	1	-1	1
